ADAM10 inh – ADAM10 inhibition, QFRET primary screen. O14672. recombinant ADAM10, EDANS/DABCYL FRET peptide cleavage, 3 h. inhibition, % at 7 µM. hit rate 0.62% among 370,000. AID 720582;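 active = inhibition above a per-campaign cutoff equal to the mean of compounds falling between control-based bounds plus 3 SD, cut at about 20% in these data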;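 also: 0% = DMSO wells while the 100% control is not disclosed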
Target sequence (O14672 214-748 limits assumed): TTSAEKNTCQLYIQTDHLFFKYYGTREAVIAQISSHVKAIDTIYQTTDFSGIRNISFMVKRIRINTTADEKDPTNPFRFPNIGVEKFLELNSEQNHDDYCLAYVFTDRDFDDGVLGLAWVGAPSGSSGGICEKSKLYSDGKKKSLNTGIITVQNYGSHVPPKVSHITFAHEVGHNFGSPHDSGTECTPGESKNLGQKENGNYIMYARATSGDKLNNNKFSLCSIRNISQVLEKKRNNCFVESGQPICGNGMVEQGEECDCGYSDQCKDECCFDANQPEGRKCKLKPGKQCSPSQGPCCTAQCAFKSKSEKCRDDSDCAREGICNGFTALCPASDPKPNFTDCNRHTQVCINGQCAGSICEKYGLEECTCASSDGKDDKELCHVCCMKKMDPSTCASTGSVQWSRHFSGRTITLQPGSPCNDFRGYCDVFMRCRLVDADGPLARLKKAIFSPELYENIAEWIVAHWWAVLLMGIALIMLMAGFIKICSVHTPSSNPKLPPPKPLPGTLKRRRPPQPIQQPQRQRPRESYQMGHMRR
ARFGAP1 inhibitor – inhibitors of rat ARFGAP1. inhibition, % at 16.5 µM. hit rate 0.26% among 360,000. Arfgap1-stimulated ARF1 GTP hydrolysis, GDP FP detection;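 active = inhibition above a per-plate limit, mean inhibition of low control wells plus 3 SD, cut at about 25% in these data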;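 also: 0% = DMSO wells with enzyme and 100% = wells lacking Arfgap1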
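Material – truncated rat Arfgap1 GAP domain · Buffer or medium – HEPES-based buffer, pH 7.5 · Reagent – human ARF1(Δ1-17)-GTP substrate · Dosing – 16.5 µM single point, 1.26% DMSO · Schedule – GTP hydrolysis reaction 2 h at 25 °C · Technique – GDP detection by fluorescence polarization · Benchmarks – No-Arfgap1 wells (100%) versus DMSO full-reaction wells (0%) · Repeats – single replicate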
proKLK7 act – activates the human kallikrein-7 zymogen; P49862; purified proKLK7, EDANS-DABCYL substrate fluorescence; 100% is mature enzyme control, 0% vehicle; activation, % at 7 µM; hit rate 0.9% among 370,000;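 active = activation above the mean of all tested compounds plus 3 SD, computed per campaign excluding outliers beyond control limits, cut at about 13% in these data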
Tn7 DDE FP – inhibitors of Tn7 peptide binding to human fibrin DD(E) | P02675 | FP displacement of FITC-Tn7 peptide from fibrin DD(E); 0% = median of compound wells per plate | inhibition, % at 8.3 µM | hit rate 0.13% among 370,000;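 active = inhibition above the mean of compounds falling within the control limits plus 3 SD of them, cut at about 14% in these data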;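 also: 0% = plate median of compound wells and 100% = 10 µM Aha-Tn7 peptide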
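System: human fibrin DD(E); quantity: Fibrin-DD(E) at 2 µM final; also added: fluorescent Tn7 probe at 0.1 µM; compound dosing: single nominal test concentration of 8.3 µM per compound; schedule: 10 min preincubation, 3 h with tracer, room temperature; detection: fluorescence polarization of the labelled Tn7 tracer; repeats: one replicate per compound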
PLC-gamma1 inh – blocks human PLC-gamma1 enzyme activity; purified PLC-gamma1, fluorogenic substrate, fluorescence; inhibition, % at 12.2 µM; hit rate 0.84% among 370,000; AID 720700; in the data active = inhibition above about 9.5%
TDP2 absorb – TDP2 (human) inhibition, absorbance primary screen. recombinant TDP2, T5PNP hydrolysis, p-nitrophenol absorbance 415 nm. inhibition, % at 12.8 µM. hit rate 0.34% among 370,000. AID 720702;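 active = inhibition above the mean of all tested compounds plus 3 SD, set per campaign, cut at about 25% in these data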;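 also: 0% = DMSO with enzyme and 100% = buffer with substrate but no TDP2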
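Read-out basis: percent inhibition. System: recombinant human TDP2. Buffer or medium: Mg2+-containing Tris-HCl buffer, pH 7.5. Repeats: single replicate. Timing: reaction 2 h, 37 °C. Benchmarks: high control without enzyme, low control DMSO plus TDP2. Probe or stimulus: 5 mM T5PNP. Doses: 12.8 µM only. Measured by: epi absorbance of p-nitrophenol freed from T5PNP by hydrolysis.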
ASAP1 GAP inh – ASAP1 ArfGAP inhibition. Q9ULH1. ASAP1-stimulated ARF1 GTP hydrolysis, GDP FP detection. inhibition, % at 16.5 µM. hit rate 0.19% among 360,000. AID 624377; in the data active = inhibition above about 25%;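 also: 0% = vehicle with enzyme and substrate and 100% = no enzyme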
LEDGF integ inh – blocks HIV-1 LEDGF/p75-dependent DNA integration. hit rate 0.64% among 370,000. TR-FRET IN-LEDGF/p75 DNA integration, Eu/Cy5. inhibition, % at 3.7 µM. AID 743269;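 active = inhibition above the screen-wide mean plus 3 SD, cut at about 13% in these data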;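 also: signal is the Cy5 over europium emission ratio at 671 and 618 nm; 0% = plate median of compound wells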
ADAM17 inh – ADAM17 inhibition, QFRET primary screen; P78536; recombinant ADAM17, EDANS/DABCYL FRET peptide cleavage; inhibition, % at 6.95 µM; hit rate 0.83% among 370,000; AID 720648;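 active = inhibition above the mean of compounds lying between control limits plus 3 SD, set per campaign, cut at about 8.5% in these data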;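 also: 0% = DMSO-only wells as the low control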
Target sequence (P78536 215-824 limits assumed): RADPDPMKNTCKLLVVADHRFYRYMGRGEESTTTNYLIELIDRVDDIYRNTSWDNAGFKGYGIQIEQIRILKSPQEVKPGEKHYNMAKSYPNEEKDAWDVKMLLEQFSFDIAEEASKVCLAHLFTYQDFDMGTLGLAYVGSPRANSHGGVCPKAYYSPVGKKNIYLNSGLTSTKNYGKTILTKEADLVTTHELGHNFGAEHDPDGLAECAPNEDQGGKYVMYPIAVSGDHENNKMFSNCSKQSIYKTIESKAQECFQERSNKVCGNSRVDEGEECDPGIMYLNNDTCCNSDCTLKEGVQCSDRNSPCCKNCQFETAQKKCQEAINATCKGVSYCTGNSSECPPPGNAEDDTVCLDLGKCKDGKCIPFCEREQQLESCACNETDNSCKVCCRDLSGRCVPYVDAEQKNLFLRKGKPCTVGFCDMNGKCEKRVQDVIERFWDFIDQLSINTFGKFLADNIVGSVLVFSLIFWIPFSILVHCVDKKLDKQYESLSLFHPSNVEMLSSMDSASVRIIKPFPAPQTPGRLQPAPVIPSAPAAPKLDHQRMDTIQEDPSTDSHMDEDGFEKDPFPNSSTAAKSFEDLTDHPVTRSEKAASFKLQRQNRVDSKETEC
DDE Tn6 FP inh – DD(E)-Tn6 binding inhibition, primary FP screen | hit rate 0.21% among 370,000 | P02675 | Fibrin DD(E) TRITC-Tn6 fluorescence polarization displacement | inhibition, % at 8.3 µM;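 active = inhibition above a per-campaign cutoff: mean of compounds within control limits plus 3 SD, cut at about 15% in these data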;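 also: 0% = median of all compound wells on the plate and 100% = blocking peptide control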
The depositor's hits bear a star.

`Cn1c(NC(=O)C2c3ccccc3Oc3ccccc32)cc(=O)n(C)c1=O` gave ADAM10 inh -1, ARFGAP1 inhibitor 10, proKLK7 act 0.1, Tn7 DDE FP 6, PLC-gamma1 inh 0, TDP2 absorb -6, ASAP1 GAP inh 5, LEDGF integ inh -2, ADAM17 inh 2 and DDE Tn6 FP inh 5.
Screening COc1ccc(F)cc1S(=O)(=O)N1CC(C)CC(C)C1 (stereo unspecified) returned ADAM10 inh -1, ARFGAP1 inhibitor -8, proKLK7 act -0.9, Tn7 DDE FP 6, PLC-gamma1 inh 0, TDP2 absorb -4, ASAP1 GAP inh -5, LEDGF integ inh -3, ADAM17 inh -4 and DDE Tn6 FP inh -5.
`NC(=O)C(C1=CCCCC1)c1ccccc1` (stereo unspecified) gave ADAM10 inh -2, ARFGAP1 inhibitor 6, proKLK7 act -0.5, Tn7 DDE FP 2, PLC-gamma1 inh -1, TDP2 absorb 3, ASAP1 GAP inh 6, LEDGF integ inh -2, ADAM17 inh -8 and DDE Tn6 FP inh 4.
`Cc1nc(SCC(=O)N2CCNC2=O)c2ccccc2n1` gave ADAM10 inh -4, ARFGAP1 inhibitor 4, proKLK7 act -0.3, Tn7 DDE FP 0, PLC-gamma1 inh -1, TDP2 absorb 10, ASAP1 GAP inh -6, LEDGF integ inh -3, ADAM17 inh -1 and DDE Tn6 FP inh -2.
`COc1cccc(C(C)(O)c2nc(-c3ccccc3)cs2)c1` (stereo unspecified) gave ADAM10 inh 4, ARFGAP1 inhibitor 1, proKLK7 act -0.1, Tn7 DDE FP -3, PLC-gamma1 inh 0, TDP2 absorb 3, ASAP1 GAP inh 10, LEDGF integ inh -2, ADAM17 inh 0 and DDE Tn6 FP inh -5.
Screening O=C(Nc1ccccc1)C1CC(=O)N(c2ccc3c4c(cccc24)CC3)C1 (stereo unspecified) returned ADAM10 inh -4, ARFGAP1 inhibitor 11, proKLK7 act -0.1, Tn7 DDE FP -4, PLC-gamma1 inh 0, TDP2 absorb 5, ASAP1 GAP inh 20, LEDGF integ inh 0, ADAM17 inh -3 and DDE Tn6 FP inh -5.
For COc1ccc(-n2ccnc2SCC(=O)Nc2ccccc2)cc1 the results were ADAM10 inh 2, ARFGAP1 inhibitor -3, proKLK7 act 0.8, Tn7 DDE FP -2, PLC-gamma1 inh 4, TDP2 absorb -5, ASAP1 GAP inh -8, LEDGF integ inh 0, ADAM17 inh 1 and DDE Tn6 FP inh -6.
Screening O=C1N/C(=N\N=C\c2ccccn2)SC1Cc1cccc(SC(F)F)c1 (stereo unspecified) returned ADAM10 inh -2, ARFGAP1 inhibitor -4, proKLK7 act -0.3, Tn7 DDE FP 3, PLC-gamma1 inh 2, TDP2 absorb -5, ASAP1 GAP inh -1, LEDGF integ inh 2, ADAM17 inh -2 and DDE Tn6 FP inh -1.
For CCS(=O)(=O)n1nc(-c2ccccc2)nc1NCc1ccco1 the results were ADAM10 inh -5, ARFGAP1 inhibitor 0, proKLK7 act 0.0, Tn7 DDE FP 6, PLC-gamma1 inh 0, TDP2 absorb -12, ASAP1 GAP inh -3, LEDGF integ inh 6, ADAM17 inh 2 and DDE Tn6 FP inh 4.
Screening COc1ccc([N+](=O)[O-])cc1N(CC(=O)NCC1CCCO1)S(C)(=O)=O (stereo unspecified) returned ADAM10 inh 2, ARFGAP1 inhibitor -3, proKLK7 act -0.2, Tn7 DDE FP -8, PLC-gamma1 inh 2, TDP2 absorb 10, ASAP1 GAP inh -14, LEDGF integ inh -2, ADAM17 inh -3 and DDE Tn6 FP inh -5.

Arranged by heavy-atom count (descending): part of the list above
`Cn1c(NC(=O)C2c3ccccc3Oc3ccccc32)cc(=O)n(C)c1=O` gave ADAM10 inh -1, ARFGAP1 inhibitor 10, proKLK7 act 0.1, Tn7 DDE FP 6, PLC-gamma1 inh 0, TDP2 absorb -6, ASAP1 GAP inh 5, LEDGF integ inh -2, ADAM17 inh 2 and DDE Tn6 FP inh 5.
`COc1cccc(C(C)(O)c2nc(-c3ccccc3)cs2)c1` (stereo unspecified) gave ADAM10 inh 4, ARFGAP1 inhibitor 1, proKLK7 act -0.1, Tn7 DDE FP -3, PLC-gamma1 inh 0, TDP2 absorb 3, ASAP1 GAP inh 10, LEDGF integ inh -2, ADAM17 inh 0 and DDE Tn6 FP inh -5.
Screening COc1ccc(F)cc1S(=O)(=O)N1CC(C)CC(C)C1 (stereo unspecified) returned ADAM10 inh -1, ARFGAP1 inhibitor -8, proKLK7 act -0.9, Tn7 DDE FP 6, PLC-gamma1 inh 0, TDP2 absorb -4, ASAP1 GAP inh -5, LEDGF integ inh -3, ADAM17 inh -4 and DDE Tn6 FP inh -5.

Next part.
CC(C)N(C(=O)CN1CCN(C(=O)C2COc3ccccc3O2)CC1)C(C)C (stereo unspecified) was read as ADAM10 inh -10, ARFGAP1 inhibitor 7, proKLK7 act 0.7, Tn7 DDE FP -10, PLC-gamma1 inh 5, TDP2 absorb 1, ASAP1 GAP inh -1, LEDGF integ inh -2, ADAM17 inh -3 and DDE Tn6 FP inh -2.
`COc1ccc(-c2c(N)cnc(C(=O)O)c2C)c(OCc2ccccc2)c1OC` gave ADAM10 inh -12, ARFGAP1 inhibitor 8, proKLK7 act -1.3, Tn7 DDE FP 1, PLC-gamma1 inh -26, TDP2 absorb 9, ASAP1 GAP inh 4, LEDGF integ inh -3, ADAM17 inh -6 and DDE Tn6 FP inh -5.
Screening Cc1ccccc1C(=O)Nc1nnc(-c2ccncc2)o1 returned ADAM10 inh -11, ARFGAP1 inhibitor 1, proKLK7 act -1.1, Tn7 DDE FP 3, PLC-gamma1 inh -1, TDP2 absorb 2, ASAP1 GAP inh -3, LEDGF integ inh 1, ADAM17 inh -10 and DDE Tn6 FP inh 3.
CCc1nnc(NC(=O)C2CCN(c3nccc(C)n3)CC2)s1 was read as ADAM10 inh -30, ARFGAP1 inhibitor -5, proKLK7 act -0.2, Tn7 DDE FP 7, PLC-gamma1 inh -7, TDP2 absorb 10, ASAP1 GAP inh -12, LEDGF integ inh 0, ADAM17 inh -10 and DDE Tn6 FP inh 4.
For Cc1ccc(C2=CC(c3ccc(N(C)C)cc3)n3nnnc3N2)cc1 (stereo unspecified) the results were ADAM10 inh -138, ARFGAP1 inhibitor 1, proKLK7 act -0.1, Tn7 DDE FP 1, PLC-gamma1 inh inactive, TDP2 absorb -1, ASAP1 GAP inh -8, LEDGF integ inh -1, ADAM17 inh -38 and DDE Tn6 FP inh 4.
Screening COc1cccc(N2CCN(C(=O)COc3cc(=O)n(C)c4ccccc34)CC2)c1 returned ADAM10 inh -8, proKLK7 act -0.2, Tn7 DDE FP -2, PLC-gamma1 inh 1, TDP2 absorb 4, LEDGF integ inh -4, ADAM17 inh 0 and DDE Tn6 FP inh 4.
`COc1ccc(NC(=O)COC(=O)/C=C/C(=O)OCC(=O)Nc2ccc(OC)c(Cl)c2)cc1Cl` gave ADAM10 inh 3, ARFGAP1 inhibitor 12, proKLK7 act 0.2, Tn7 DDE FP 3, PLC-gamma1 inh 1, TDP2 absorb 3, ASAP1 GAP inh -7, LEDGF integ inh -2, ADAM17 inh 1 and DDE Tn6 FP inh 5.
`COc1ccc(CN2C[C@@H](CO)O[C@@H](n3cnc4c(NCc5ccncc5)ncnc43)C2)cc1` gave ADAM10 inh -7, ARFGAP1 inhibitor -3, proKLK7 act 0.1, Tn7 DDE FP 4, PLC-gamma1 inh 0, TDP2 absorb 2, ASAP1 GAP inh 5, LEDGF integ inh -1, ADAM17 inh 1 and DDE Tn6 FP inh 6.
`c1ccc(-c2cnc(-c3cccnc3)o2)cc1` gave ADAM10 inh -262, ARFGAP1 inhibitor -6, proKLK7 act 2.0, Tn7 DDE FP -3, PLC-gamma1 inh -68, TDP2 absorb 1, ASAP1 GAP inh 2, LEDGF integ inh 1, ADAM17 inh -93 and DDE Tn6 FP inh 6.
For CCOC(=O)C(C(=O)NCCCN1CCOCC1)C1CCCCC1 (stereo unspecified) the results were ADAM10 inh 3, ARFGAP1 inhibitor -18, proKLK7 act 0.0, Tn7 DDE FP 1, PLC-gamma1 inh 1, TDP2 absorb -5, ASAP1 GAP inh 1, LEDGF integ inh 2, ADAM17 inh 0 and DDE Tn6 FP inh -4.
Screening Cc1nc(N2CCOCC2)nc(Oc2ccccc2)c1[N+](=O)[O-] returned ADAM10 inh 6, ARFGAP1 inhibitor -5, proKLK7 act 0.3, Tn7 DDE FP 2, PLC-gamma1 inh 3, TDP2 absorb -8, ASAP1 GAP inh 7, LEDGF integ inh 1, ADAM17 inh -3 and DDE Tn6 FP inh -2.
`O=C(COC(=O)c1ccco1)NCc1cccs1` gave ADAM10 inh 0, ARFGAP1 inhibitor 8, proKLK7 act -0.2, Tn7 DDE FP -6, PLC-gamma1 inh 2, TDP2 absorb 2, ASAP1 GAP inh 12, LEDGF integ inh 2, ADAM17 inh -2 and DDE Tn6 FP inh 0.
Screening CC1(C(=O)NS(=O)(=O)Cc2ccccc2)CCN1C(=O)C1(c2ccc(Cl)cc2)CCC1 (stereo unspecified) returned ADAM10 inh -7, ARFGAP1 inhibitor -11, proKLK7 act -0.6, Tn7 DDE FP 1, PLC-gamma1 inh 2, TDP2 absorb 1, ASAP1 GAP inh -13, LEDGF integ inh 2, ADAM17 inh -3 and DDE Tn6 FP inh 1.
`Cc1cc(C)nc(/N=C(\N)Nc2ccc([N+](=O)[O-])cc2)n1` gave ADAM10 inh 1, ARFGAP1 inhibitor 4, proKLK7 act 0.1, Tn7 DDE FP 4, PLC-gamma1 inh 0, TDP2 absorb -2, ASAP1 GAP inh -2, LEDGF integ inh 0, ADAM17 inh -7 and DDE Tn6 FP inh -7.
For O=C(NCCc1c[nH]c2ccccc12)OCc1cn(-c2cccc(C(F)(F)F)c2)nn1 the results were ADAM10 inh 5, proKLK7 act -0.3, Tn7 DDE FP 0, PLC-gamma1 inh -4, TDP2 absorb -1, LEDGF integ inh -1, ADAM17 inh 4 and DDE Tn6 FP inh -4.
Screening CCN(CC1COc2ccccc2O1)C(=S)Nc1ccccc1 (stereo unspecified) returned ADAM10 inh -1, ARFGAP1 inhibitor 6, proKLK7 act -0.8, Tn7 DDE FP 0, PLC-gamma1 inh 1, TDP2 absorb 6, ASAP1 GAP inh -4, LEDGF integ inh 1, ADAM17 inh -3 and DDE Tn6 FP inh 3.
`CCOC(=O)C(C#N)=CN1CCNc2ccccc21` gave ADAM10 inh 4, ARFGAP1 inhibitor 7, proKLK7 act 0.7, Tn7 DDE FP -8, PLC-gamma1 inh 6, TDP2 absorb 0, ASAP1 GAP inh -20, LEDGF integ inh 1, ADAM17 inh 5 and DDE Tn6 FP inh 0.

Screening results deposited in PubChem by The Scripps Research Institute Molecular Screening Center.
